Compound activity (PubChem)
PERK inhibitor – inhibitors of human PERK kinase | Q9NZJ5 | CHO PERK-DD fusion, SEAP luminescence translation reporter | inhibition, % at 5.6 µM | hit rate 0.17% among 220,000;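 active = inhibition above the mean inhibition of all tested compounds plus 3 SD, set separately per screening campaign, cut at about 2.9% in these data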;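 note: PERK kinase domain activated by AP20187 dimerizer at 100 nM; 0% = DMSO with dimerizer and 100% = rapamycin at 8.4 µM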
Target sequence (Q9NZJ5 whole entry, looked up, the tested form may be a part): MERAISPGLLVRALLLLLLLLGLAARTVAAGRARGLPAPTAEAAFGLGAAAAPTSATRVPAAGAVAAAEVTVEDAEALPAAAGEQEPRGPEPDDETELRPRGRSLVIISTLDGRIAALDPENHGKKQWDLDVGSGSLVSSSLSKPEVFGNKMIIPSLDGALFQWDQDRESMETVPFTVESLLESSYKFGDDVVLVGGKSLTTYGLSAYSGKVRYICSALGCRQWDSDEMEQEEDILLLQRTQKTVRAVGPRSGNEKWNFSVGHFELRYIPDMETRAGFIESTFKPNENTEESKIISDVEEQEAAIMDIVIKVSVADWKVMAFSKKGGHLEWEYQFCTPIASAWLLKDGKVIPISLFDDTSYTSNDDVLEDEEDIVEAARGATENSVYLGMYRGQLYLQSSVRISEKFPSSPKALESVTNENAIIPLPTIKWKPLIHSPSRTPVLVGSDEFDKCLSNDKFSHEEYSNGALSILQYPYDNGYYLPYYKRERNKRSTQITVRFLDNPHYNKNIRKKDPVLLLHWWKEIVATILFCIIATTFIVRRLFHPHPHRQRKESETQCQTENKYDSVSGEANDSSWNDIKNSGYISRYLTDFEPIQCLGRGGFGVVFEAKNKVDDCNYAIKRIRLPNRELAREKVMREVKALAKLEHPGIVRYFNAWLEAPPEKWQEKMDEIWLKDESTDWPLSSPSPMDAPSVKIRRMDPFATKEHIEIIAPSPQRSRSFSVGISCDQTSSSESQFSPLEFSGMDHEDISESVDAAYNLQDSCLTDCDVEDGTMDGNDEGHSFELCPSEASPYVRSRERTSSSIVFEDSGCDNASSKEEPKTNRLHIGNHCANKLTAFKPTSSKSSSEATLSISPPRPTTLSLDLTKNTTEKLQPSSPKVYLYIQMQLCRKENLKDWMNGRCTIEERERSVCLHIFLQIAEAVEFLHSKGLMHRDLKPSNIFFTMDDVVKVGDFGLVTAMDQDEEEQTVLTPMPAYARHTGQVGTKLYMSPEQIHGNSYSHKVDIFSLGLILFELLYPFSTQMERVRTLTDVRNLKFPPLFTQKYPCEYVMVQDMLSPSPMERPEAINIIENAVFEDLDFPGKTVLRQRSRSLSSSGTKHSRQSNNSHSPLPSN
zfTRPN1 agonist – zebrafish TRPN1 (NompC) channel agonism; HEK293 zebrafish TRPN1-YFP, Fluo-8 calcium fluorescence; 100% = response to 87 µM carbachol; activation, % at 3 µM; hit rate 0.18% among 220,000; AID 1424;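 active = activation above its plate's cutoff, the mean activation of test wells on that plate plus 3 SD, cut at about 19% in these data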;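 note: 0% = DMSO alone and 100% = 87 µM carbachol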
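Control set: carbachol 87 µM as high control, DMSO as low control; system: HEK293 stable line with zebrafish TRPN1-YFP; read-out: % activation versus carbachol response; detection: intracellular calcium fluorescence with Fluo-8; doses: single test compound dose, 3 µM nominal, 0.3% DMSO; schedule: dye 1 h 37 °C plus 30 min RT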
TRPML3 agonist – human mucolipin-3 channel agonism | Q8TDD5 | AID 1448 | activation, % at 3 µM | HEK293 TRPML3-YFP, Fluo-8 calcium fluorescence; 100% = the carbachol control signal | hit rate 0.29% among 220,000;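 active = activation above its plate's cutoff, the mean activation of the plate's test wells plus 3 SD, cut at about 12% in these data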;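 note: 0% = DMSO only wells and 100% = carbachol wells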
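system = HEK293 cells stably carrying human TRPML3-YFP | doses = one concentration, 3 µM nominal, 0.3% DMSO | timing = dye loading 1 h 37 °C then 30 min ambient, 125 s read | detection = Fluo-8 calcium dye fluorescence, ex 470-495, em 515-575 nm | benchmarks = high control carbachol 87 µM, low control DMSO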
BaF3 parental – reduces parental Ba/F3 cell viability, JAK2V617F counter-screen. CellTiter-Glo ATP luminescence. inhibition, % at 5.6 µM. hit rate 1.1% among 220,000;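 active = inhibition above a per-campaign cutoff, the mean inhibition of all tested compounds plus 3 SD, cut at about 27% in these data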;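 note: 0% = DMSO wells and 100% = JAK Inhibitor I control wells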
S1P4 ag – activates the human S1P4 receptor. O95977. S1P4-expressing cell line, agonist reporter assay. activation, % at 4.98 µM. hit rate 0.35% among 220,000; in the data active = activation above about 11%;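 note: 0% = DMSO vehicle and 100% = reference agonist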
EP2 mod – modulates human prostaglandin E2 receptor EP2 signaling | P43116 | induction, % at 25 µM | hit rate 0.83% among 260,000 | EP2-expressing cells, cAMP HTRF FRET, PGE2 co-stimulation;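 active = compounds whose cAMP rise, as percent of the full-agonist control response, exceeds 60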;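 note: rat C6 glioma line stably carrying human EP2 under a CMV promoter; the protocol text gives 20 µM as final concentration; 100% = response of wells given 1 µM PGE2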
Ba/F3 V617F tox – reduce viability of Ba/F3 cells dependent on JAK2V617F; AID 1446; inhibition, % at 5.6 µM; hit rate 1.1% among 220,000; Ba/F3 EpoR-JAK2V617F viability, ATP luminescence;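 active = inhibition above the campaign mean plus 3 SD over all tested compounds, cut at about 24% in these data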;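 note: cytokine-independent growth of Ba/F3 cells driven by EpoR plus mutant JAK2; 0% = DMSO-treated cells and 100% = JAK inhibitor I control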
Calpain2 inh – blocks pig calpain II enzyme activity; inhibition, % at 16 µM; hit rate 0.37% among 220,000; purified calpain II, fluorogenic peptide substrate, 30 min; AID 1236;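 active = inhibition above about 50%, limit read from the data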
S1P4 antagonist – human S1P4 receptor antagonism; S1P4-expressing cells, antagonist mode, reporter read-out; inhibition, % at 4.98 µM; hit rate 0.26% among 220,000; AID 1510; in the data active = inhibition above about 29%;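 note: 0% = wells stimulated with agonist and 100% = vehicle wells without agonist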
The depositor's hits bear a star.

SMILES	PERK inhibitor	zfTRPN1 agonist	TRPML3 agonist	BaF3 parental	S1P4 ag	EP2 mod	Ba/F3 V617F tox	Calpain2 inh	S1P4 antagonist
O=C(O)CCCCCNC(=O)c1ccc(Br)cc1	-0.1	-1.1	0.5	1	3.9	8	-3	-24	0
COc1cccc(-c2nc(OC(C)C)c3ccccc3n2)c1	0.6	-1.3	-0.4	-1	-0.2	56	-3	-12	-8
O=C(Nc1ccccc1)C1CCCCN1S(=O)(=O)c1ccccc1 (stereo not given)	-0.6	0.3	-0.3	9	-0.5	10	2	-17	-14
Cc1cccc(OCC(=O)N2CCC(c3ccccc3)C2)c1 (stereo not given)	0.7	-0.2	-0.6	9	0.0	-3	1	-9	10
Cc1ccc(S(=O)(=O)N(CC(=O)Nc2ccccc2-c2ccccc2)c2ccc(C)cc2C)cc1	-1.2	1.1	0.6	4	0.8	17	2	5	-6
Cn1ccc(CC(=O)N2CCC(N3CCC(C(=O)N4CCCC4)CC3)CC2)c1	1.5	0.8	0.9	-3	-0.2	9	-4	-18	-15
O=C(CN1C(=O)C2CC=CCC2C1=O)Nc1nnc(SCc2c(Cl)cccc2Cl)s1 (stereo not given)	0.0	-0.6	0.5	1	-0.2	23	-5	-42	-13
COc1ccccc1CNS(=O)(=O)N(C)C	-0.3	0.5	1.0	3	0.5	1	-2	-17	-5
COCCN(C)C(=O)CCc1nnc(Cc2ccc(-c3ccccc3)cc2)o1	0.0	0.0	0.5	4	0.0	11	-1	-33	-19
Cc1ccc(/C=C/C2=Cc3c(sc(NC(=O)CSc4n[nH]c(N)n4)c3C#N)C(C)(C)C2)o1	0.7	2.1	0.1	4	0.6	-24	0	-37	2
CC1CCN(C(=O)CCc2ccc(Oc3cc([N+](=O)[O-])cc([N+](=O)[O-])c3)cc2)CC1	-0.2	-0.6	0.2	1	-0.2	10	-1	12	-9
Cc1cc(N2CCOCC2)ccc1/C=C1/SC(=O)NC1=O	0.8	0.0	0.2	2	1.0	3	1	-22	13
CCN(Cc1ccc(OC)c(F)c1)C(=O)CCl	0.5	0.9	0.8	-1	-2.2	-10	39*	17	0
c1ccc(CN2CCCC3(CCCN(Cc4nc(CC5CC5)no4)C3)C2)cc1 (stereo not given)	1.4	0.7	1.3	10	-1.0	-4	6	33	-14
COc1ccc(C)cc1NC(=O)Nc1ccc(Br)cn1	1.2	-0.5	-0.2	5	-0.5	12	2	-3	1
O=C(O)c1ccccc1Nc1ccccc1C(=O)O	-0.2	-0.1	0.6	5	0.1	21	5	-10	-14
Cc1ccc(Nc2cc(C)nc(N3CCOCC3)n2)cc1	0.1	-1.7	-0.7	4	0.7	4	-1	-4	2
O=C(OCC(=O)N1c2ccccc2Sc2ccccc21)c1cccnc1	1.0	-0.3	0.7	6	0.3	-4	1	7	0
CC(C)C(c1nnnn1Cc1ccco1)N1CCN(C2CCCC2)CC1 (stereo not given)	-1.0	-0.1	0.5	0	-0.3	21	-3	-15	-9
O=C(/C=C/Nc1ccc(S(=O)(=O)Nc2cnc3ccccc3n2)cc1)c1cccnc1	0.0	0.9	-0.3	2	0.8	-33	2	4	-10
CN(C)c1ccc(NS(=O)(=O)c2ccc(Cl)cc2)cc1	0.0	-1.1	-0.6	4	1.6	-4	0	26	-8
CCOc1cc(NC(=S)NCC2CCCO2)c(OCC)cc1NC(=O)C1CC1 (stereo not given)	-1.3	0.1	0.0	7	0.7	4	1	21	1
Cc1cc(CNC(=O)c2ccc(C)c([N+](=O)[O-])c2)c2ccccc2n1	0.2	7.2	3.2	6	2.0	-34	-2	5	7
O=C(CSc1nnc(CN2CCOCC2)n1-c1ccc(Cl)cc1)Nc1ccc2c(c1)OCO2	-1.6	1.2	0.7	0	0.0	16	-2	-11	-8
Cc1ccc2nc(SCC(=O)c3c(C)[nH]c4ccccc34)[nH]c2c1	-0.7	1.0	0.2	3	0.8	-24	-3	-21	-18
Cc1cccc(N(C(=O)Cn2nnc(-c3ccc(F)cc3)n2)C(C(=O)NC(C)(C)C)c2ccncc2)c1 (stereo not given)	0.2	1.2	-0.1	5	1.6	9	-4	1	6
c1ccc2c(c1)OCC(c1csc3ncnc(N4CCCC4)c13)O2 (stereo not given)	-1.4	-1.1	0.5	4	-3.0	18	1	23	0
CCOC(=O)Cc1csc(NC(=O)Nc2ccc(OC(F)(F)F)cc2)n1	0.0	13	5.2	-2	0.2	-20	-5	-16	5
COc1ccc(Cn2c(O)c(C=Nc3ccc(C)cc3)c3ccccc3c2=O)cc1	0.8	0.8	0.8	5	-0.3	13	0	12	-16
Cc1ccccc1OCC(O)CN1CCN(C)CC1 (stereo not given)	1.6	1.5	0.7	1	1.7	16	-1	7	-14

Next part; the last two above are carried over.
SMILES	PERK inhibitor	zfTRPN1 agonist	TRPML3 agonist	BaF3 parental	S1P4 ag	EP2 mod	Ba/F3 V617F tox	Calpain2 inh	S1P4 antagonist
COc1ccc(Cn2c(O)c(C=Nc3ccc(C)cc3)c3ccccc3c2=O)cc1	0.8	0.8	0.8	5	-0.3	13	0	12	-16
Cc1ccccc1OCC(O)CN1CCN(C)CC1 (stereo not given)	1.6	1.5	0.7	1	1.7	16	-1	7	-14
Cc1ccc(S(=O)(=O)N2CCOCC2)cc1C(=O)Nc1ccc(S(=O)(=O)Nc2nccs2)cc1	0.8	0.9	0.5	2	2.1	4	4	-43	-19
CCOC(=O)N(CC)OC(=O)Nc1ccc(Cl)cc1	-0.1	-0.4	0.6	5	0.2	-29	0	13	-2
COc1cc(C(=O)N/N=C/c2sccc2C)cc(OC)c1OC	-0.2	1.2	0.9	84*	0.9	-24	80*	-6	20
CCCC1(C(=O)OCC)NC(c2ccc(N(C)C)cc2)C2C(=O)N(c3ccc(F)cc3)C(=O)C21 (stereo not given)	-1.1	0.1	-0.1	4	1.5	10	-2	5	6
Cc1ccc2nc(COc3ccc(Cl)cc3)cc(=O)n2c1	-0.6	0.8	-0.1	0	-1.1	-22	3	-86	-4
O=C(COC(=O)c1ccccc1NC(=O)c1ccco1)Nc1ccc2c(c1)OCO2	0.2	2.4	0.0	-1	1.3	-30	-5	9	-10
CCn1nc(C(=O)OCC(=O)NC(C)C)c2ccccc2c1=O	0.8	-0.4	0.4	0	1.8	4	-5	11	4
O=C(NCCC1=CCCCC1)C1CCN(S(=O)(=O)c2ccc(Br)s2)CC1	-0.6	2.0	-0.3	2	2.1	-28	-2	25	6
CCCCNC(=S)NNC(=O)c1ccoc1C	1.3	1.0	0.6	4	2.4	1	0	6	6
OCCCn1c(-c2ccccc2)csc1=Nc1ccccc1	0.8	2.0	0.3	5	0.0	25	-1	-5	-9
CCC(C)NCCOCCOc1ccc(C)cc1OC (stereo not given)	-0.7	2.0	-0.2	8	0.8	13	6	27	1
Cc1ccc(C(C)C)c(OCc2nnc(SCC(=O)Nc3ncc(C)s3)n2C)c1	0.4	0.5	-0.3	1	-1.6	43	0	-9	-11
COC(=O)C1=C(C)Nc2ncnn2C1c1ccc(OC(=O)c2ccccc2)cc1 (stereo not given)	1.1	1.1	0.4	5	1.6	-7	2	14	-12
COc1ccc(-c2cc(C(=O)Nc3cccc(S(=O)(=O)NCc4ccco4)c3)c3ccccc3n2)cc1OC	0.8	0.9	0.2	8	-5.3	-25	2	-180	-4
COc1ccc(S(=O)(=O)N2CCCCC2)cc1NS(=O)(=O)c1cc(Cl)ccc1Cl	0.9	-1.9	0.4	3	-1.1	12	-4	5	-7
O=C(/C=C/c1ccccc1)c1ccoc1	0.4	-0.5	0.2	4	0.2	15	-3	9	-5
O=C(Nc1cccc([N+](=O)[O-])c1)c1ccc(CN2CCOCC2)cc1	0.4	5.9	3.0	8	-1.8	1	-1	-3	-17
N/C(Cc1ccc(Cl)cc1Cl)=N\OC(=O)c1ccccc1F	1.2	0.3	0.1	2	-1.7	-24	1	15	-3
O=C(NCCCN1CCCC1)c1cc(Sc2ccc(F)cc2)nc2ccccc12	-0.8	4.0	1.1	4	0.9	-26	-4	-28	-12
Cc1noc(/C=C/N(C)C)c1S(=O)(=O)N1CCCC(C(=O)NCc2ccc(F)cc2)C1 (stereo not given)	0.9	2.1	1.5	7	1.0	5	-1	17	-15
Cc1nonc1OCCNc1ccc([N+](=O)[O-])cc1[N+](=O)[O-]	0.2	-0.5	0.7	8	0.2	5	3	17	1
CCN1CCN(CCCN(Cc2ccco2)C(=S)Nc2cc(Cl)ccc2C)CC1	1.4	0.1	1.1	69*	-2.2	-12	63*	15	5
COc1ccc2c(Cl)c(C(=O)NCC3CCCO3)sc2c1Cl (stereo not given)	0.5	-0.6	0.9	-2	1.6	17	-1	-12	-12
COc1ccc(C(=O)/C(C#N)=N/Nc2ccccc2[N+](=O)[O-])cc1	0.6	5.0	3.3	2	-1.6	-29	-1	-4	13
COc1cccc(-c2noc(-c3cccs3)n2)c1	2.4	1.1	1.3	7	-0.5	39	-3	9	-10
C/C(=N/NC(=O)c1ccoc1C)C12CC3CC(CC(C3)C1)C2	-0.2	-0.6	0.8	1	-3.8	19	-3	-2	21
CN(C)CCCNC(=O)c1cc(S(=O)(=O)N2CCOCC2)ccc1F	1.8	-0.6	0.8	2	-0.1	6	-1	-13	4
CCOC(=O)c1ccc2nc(C)c3c(c2c1)OC(C)C3 (stereo not given)	-0.9	1.5	-0.2	4	-1.5	6	-3	-443	-15
CC1=C(C(=O)OC(C)C)C(c2cn(-c3ccccc3)nc2-c2cccs2)NC(=O)N1 (stereo not given)	-1.1	1.9	-0.3	4	0.2	-14	-1	4	7
CCN(CC)S(=O)(=O)c1cc(NC(=O)c2n[nH]c(=O)c3ccccc23)ccc1C	0.1	4.9	1.1	2	1.0	-31	0	-36	-14
c1ccc(OCc2nc(-c3cccs3)no2)cc1	-0.6	-0.7	1.3	2	-1.6	6	-3	26	9
O=S(=O)(NCc1cccnc1)c1ccc(Cl)nc1	0.5	1.4	0.7	4	1.1	30	1	-15	-4
O=C(CCCO)N/N=C/c1ccccc1[N+](=O)[O-]	0.6	1.3	0.6	8	0.6	21	6	22	-8
C[C@@H](C(=O)NCc1ccccc1)[C@@H]1C[C@@]1(C)[C@@H](NC(=O)OCc1ccccc1)c1ccccc1	-0.1	-0.2	-0.5	10	0.6	32	0	26	8
Cc1ccc(C(=O)NNc2nc3ccccc3nc2C(F)(F)F)cc1	-0.1	-0.5	0.0	2	-3.1	-17	3	11	-2
Cc1ccccc1N1C(=O)c2sc3nc4c(c(=O)n3c2C1=O)CCC4	-0.5	1.8	0.0	5	2.1	-9	5	-50	-5
COc1cccc(C(=O)NN/C(C)=C/C(=O)C(F)(F)C(F)(F)C(F)(F)F)c1	-0.1	0.1	0.6	4	0.8	-26	0	10	-6
CCOc1ccc(S(=O)(=O)Nc2ccc3c(c2)c2c(n3S(=O)(=O)c3ccc(OCC)cc3)CCCC2=O)cc1	1.2	0.0	1.0	6	3.3	18	-4	-90	-20

Quoted from the listing.
Cc1ccc(C(=O)NNc2nc3ccccc3nc2C(F)(F)F)cc1 | zfTRPN1 agonist: -0.5
COc1cccc(C(=O)NN/C(C)=C/C(=O)C(F)(F)C(F)(F)C(F)(F)F)c1 | S1P4 antagonist: -6
